PhoP inhibition: inhibitors of PhoP regulon expression, primary screen, Salmonella Typhimurium, GFP reporter (AID 1863) | S. Typhimurium PhoP-regulated promoter GFP reporter, 4 h; higher % means a stronger effect | one-dose inhibition, % at 50 µM; IC50 in µM for titrated hits | actives 0.16% (n = 300,000);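 active = inhibition over 29.93%, a cutoff 3 SD above the screen mean, later confirmed by dose response; inconclusive = inhibition over 29.93% but no dose response follow-up; inactive = inhibition at most 29.93% or unconfirmed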;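 also: 0% = low Mg2+ inducing control and 100% = high Mg2+ repressing control; strong numbers were not always called active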
SIAH1 antagonists: Siah-1 peptide-binding antagonists, primary screen, biochemical, fluorescence polarization, rhodamine-plectin, uHTS (AID 1817); Siah-1 / rhodamine-plectin peptide fluorescence polarization; higher % means a stronger effect; displacement, % at 20 µM; hits with a dose series show IC50 in µM; actives 0.02% (n = 290,000);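 active = displacement of at least 50% at 20 µM, with a fluorescence ratio check between 0.3 and a set limit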;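 also: plate controls were Siah plus tracer with DMSO for no effect and tracer alone without Siah for full effect; strong numbers were not always called active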
Rac1 GTP hydrolysis: MgcRacGAP GTPase-activating activity inhibitors, confirmation, biochemical, ADP Hunter fluorescence; MgcRacGAP-stimulated Rac1 GTP hydrolysis, ADP Hunter fluorescence; higher % means a stronger effect; GST-tagged Rac1 F28L mutant substrate; inhibition, % at 30 µM, or IC50 in µM where a hit was titrated; actives 0.6% (n = 340,000); AID 624330;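 active = first-screen hits whose inhibition reached a set limit at any dose in the follow-up dose series; inconclusive = inhibition above the set first-screen limit but never retested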;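 also: fluorescence reports GDP produced by GAP-driven GTP hydrolysis; strong numbers were not always called active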
NTR1 ag: NTR1-driven beta-arrestin-GFP spot formation – imaging, U2OS cells, high content, primary screen (AID 493036); activation, % at 20 µM; agonist mode; actives 0.17% (n = 330,000);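 active = activation at or above 40% of the spot to cytoplasm intensity ratio, with at least 20 cells analyzed; inconclusive = wells under 20 cells, flagged as cytotoxic or low count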;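 also: 0% = DMSO without peptide and 100% = 100 nM NTR1 peptide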
Target sequence (P30989 whole entry, looked up): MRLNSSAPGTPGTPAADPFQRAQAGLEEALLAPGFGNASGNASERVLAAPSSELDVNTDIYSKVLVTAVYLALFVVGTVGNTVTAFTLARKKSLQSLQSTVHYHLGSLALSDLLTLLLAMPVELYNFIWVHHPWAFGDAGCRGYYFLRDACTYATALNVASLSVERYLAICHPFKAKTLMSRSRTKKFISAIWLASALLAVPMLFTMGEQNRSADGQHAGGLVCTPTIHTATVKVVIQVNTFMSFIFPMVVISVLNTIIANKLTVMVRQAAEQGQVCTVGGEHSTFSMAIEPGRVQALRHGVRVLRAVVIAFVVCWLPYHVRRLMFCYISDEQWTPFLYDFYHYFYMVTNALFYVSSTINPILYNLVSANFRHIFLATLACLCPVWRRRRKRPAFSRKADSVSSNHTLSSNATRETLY
LYP phosphatase: inhibitors of LYP phosphatase, biochemical, fluorescence intensity, uHTS (AID 1779) | inhibition, % at 11.5 µM, or IC50 in µM where a hit was titrated | actives 0.054% (n = 290,000) | recombinant LYP phosphatase, fluorescence intensity; higher % means a stronger effect; in the data active = inhibition above about 50%;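 also: plate controls were vehicle with enzyme for no effect and no enzyme for full effect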
HIV peptide binding: inhibitors of HIV fusion peptide binding, primary screen, biochemical, uHTS, fluorescence dequenching (AID 1986) | cell-free peptide binding, fluorescence dequenching, 30 min; higher % means a stronger effect | inhibition, % at 20 µM; hits with a dose series show IC50 in µM | actives 0.3% (n = 290,000); in the data active = inhibition mostly above about 52%, no sharp cut-off; inactive = mostly below about 76%; also: some results filed as inactive read as strong as hits
GPR55 LPI antagonism: inhibition of LPI-stimulated GPR55 beta-arrestin translocation – imaging, U2OS, beta-arrestin-GFP, LPI agonist, primary screen (AID 2013). U2OS GPR55 beta-arrestin-GFP translocation imaging, LPI antagonism; higher % means a stronger effect. inhibition, % at 10 µM; hits with a dose series show IC50 in µM. actives 0.13% (n = 290,000);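 active = spots per cell inhibited over 60%, with over 100 cells counted and total cytoplasm intensity under 500,000; inconclusive = wells with under 100 cells, flagged as likely toxic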;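 also: U2OS cells stably carrying GPR55 and arrestin-GFP stimulated by 5 µM LPI near EC80; imaged beta-arrestin-GFP aggregate spots per cell after agonist stimulation; plate controls were LPI-stimulated DMSO wells for no effect and DMSO wells without LPI for full effect; some results filed as inactive read as strong as hits; confirmed hits need IC50 under 10 µM and bright autofluorescent wells are also inconclusive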
Myeloid diff 2: promotes myeloid progenitor differentiation. actives 1% (n = 360,000). calls only at 10 µM. ER-HoxA9 myeloid progenitors, lysozyme-GFP differentiation, flow cytometry;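 active = normalized GFP-positive differentiation at or above the plate's own cutoff, the solvent-only control mean plus 3 SD; inconclusive = no clear call, values can overlap the other calls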;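 also: cells exposed to compound for four days before flow analysis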
GPR35 arrestin U2OS: GPR35 antagonists blocking zaprinast-driven arrestin recruitment, primary screen, imaging, U2OS, beta-arrestin-GFP, zaprinast agonist (AID 2058); U2OS GPR35 beta-arrestin-GFP translocation imaging, zaprinast antagonism; higher % means a stronger effect; one-dose inhibition, % at 10 µM; IC50 in µM for titrated hits; actives 0.052% (n = 290,000);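 active = inhibition of at least 50% with at least 30 cells and total cytoplasm GFP at most 10,000,000; inconclusive = under 30 cells or total GFP of 10,000,000 plus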
NTR1 ag cell count 20 µM: recorded beside NTR1 ag, whose call it bears; cell count; measured here: cell count, cytotoxicity flag
Myeloid diff 2 GFP+ MAC1+ %: recorded beside Myeloid diff 2, whose call it bears; GFP+ MAC1+ double positive, %; measured here: differentiation confirmed by MAC1 staining
Active calls of the source: *; i = inactive; ? = inconclusive; . = not tested or not shown.

SMILES	PhoP inhibition	SIAH1 antagonists	Rac1 GTP hydrolysis	NTR1 ag	NTR1 ag cell count 20 µM	LYP phosphatase	HIV peptide binding	GPR55 LPI antagonism	Myeloid diff 2	Myeloid diff 2 GFP+ MAC1+ %	GPR35 arrestin U2OS
Cc1cc(C)cc(C(=O)NC(CC(N)=O)c2ccc(NCCN3CCCC3)c([N+](=O)[O-])c2)c1 (configuration not stated)	2.1%	15.0%	2.7%	-2.9	83	-8.9%	2.9%	3.5%	i	1.0	12.6%
O=C(c1ccc(Cn2cc(Br)cn2)cc1)N1N=C(C(F)F)CC1(O)C(F)F (configuration not stated)	15.1%	2.3%	0.1%	0.6	49	-8.6%	2.5%	12.7%	i	0.2	-6.2%
O=C(CNCCc1ccccc1)N1CCc2ccccc2C1	0.9%	4.7%	21.0%	0.5	56	-3.1%	0.7%	-12.4%	i	0.5	-3.2%
CCC(=O)N1CCN(c2ccc(NC(=S)NC(=O)c3cccc([N+](=O)[O-])c3)cc2)CC1	4.0%	3.9%	1.0%	0.9	64	-0.8%	1.6%	-5.1%	i	0.9	-11.0%
O=C(COC(=O)c1ccccc1Nc1ccccc1)NCc1ccccc1	-12.8%	2.7%	-1.7%	9.7	66	-4.9%	2.7%	1.4%	i	5.0	-11.2%
COc1ccccc1CNC(=O)CS(=O)(=O)c1ccc(C)cc1	-4.2%	-0.3%	3.7%	-0.6	71	-7.9%	3.8%	5.1%	i	1.4	17.4%
O=C(CC(c1ccccc1)c1ccccc1O)N1CCCC1 (configuration not stated)	2.1%	-3.4%	11.5%	-0.8	41	-5.7%	-0.7%	-3.2%	i	0.4	11.0%
Cc1cc(NC(=O)CSc2nc(C3CCCCC3)nc3ccccc23)no1	-3.9%	-0.8%	19.9%	7.0	41	0.6%	0.7%	10.8%	i	0.2	1.7%
COc1ccc(-n2c(C)cc(/C=N/Nc3nc(N4CCOCC4)nc(N4CCOCC4)n3)c2C)cc1	5.0%	6.8%	7.1%	1.3	49	1.0%	-1.4%	98.7%	i	0.4	-3.3%
CCCCOC(=O)CCCc1ccc([N+](=O)[O-])cc1[N+](=O)[O-]	3.7%	-5.0%	1.7%	-0.9	59	-3.2%	-2.5%	-0.5%	i	0.1	9.0%
COc1ccccc1N1CCN(c2nc3ccccn3c(=O)c2C=O)CC1	-17.9%	5.1%	5.0%	-1.5	92	5.0%	-0.5%	5.4%	i	1.4	-17.4%
C[C@@H](C(=O)Nc1ccc2ccccc2c1)[C@H]1C[C@]1(C)[C@H](NC(=O)c1cccnc1)c1ccccc1	6.4%	8.6%	.	5.3	59	-2.8%	3.7%	6.3%	.	.	-11.6%
Cc1ccc2[nH]c(=O)c(C(c3nnnn3C3CCCC3)N3CCCc4ccccc43)cc2c1 (configuration not stated)	-9.0%	0.3%	4.4%	1.9	64	-2.8%	10.3%	0.9%	i	0.7	-4.6%
Cc1[nH]c(-c2ccccn2)nc(=S)c1Cl	0.9%	3.7%	16.1%	0.2	50	-6.5%	-3.2%	12.5%	i	0.6	9.9%
CC(=O)Nc1ccc(/C=N/N2C(C)CCCC2C)cc1 (configuration not stated)	4.5%	-4.2%	4.2%	-1.4	42	-2.1%	-2.1%	11.3%	i	0.6	0.1%

Next section, starting with the last two of the part before.
SMILES	PhoP inhibition	SIAH1 antagonists	Rac1 GTP hydrolysis	NTR1 ag	NTR1 ag cell count 20 µM	LYP phosphatase	HIV peptide binding	GPR55 LPI antagonism	Myeloid diff 2	Myeloid diff 2 GFP+ MAC1+ %	GPR35 arrestin U2OS
Cc1[nH]c(-c2ccccn2)nc(=S)c1Cl	0.9%	3.7%	16.1%	0.2	50	-6.5%	-3.2%	12.5%	i	0.6	9.9%
CC(=O)Nc1ccc(/C=N/N2C(C)CCCC2C)cc1 (configuration not stated)	4.5%	-4.2%	4.2%	-1.4	42	-2.1%	-2.1%	11.3%	i	0.6	0.1%
CC(CN1CCOCC1)OC(=O)c1ccc(Br)cc1 (configuration not stated)	-4.3%	2.2%	8.1%	-0.1	45	-8.1%	1.3%	2.9%	i	1.4	12.1%
O=C(Nc1ccc(F)cc1)C(Sc1nc2ccccc2[nH]1)c1ccccc1 (configuration not stated)	-5.2%	-5.8%	8.7%	5.4	58	-2.1%	-0.9%	3.4%	i	0.7	10.8%
CCOC(=O)N1CCN(C(=O)C(C)SCc2ccccc2)CC1 (configuration not stated)	-0.4%	-0.4%	4.2%	1.4	50	-6.7%	0.7%	28.6%	i	1.0	-6.8%
CCc1ccc(OC(C)C(=O)N(Cc2ccco2)C2CCS(=O)(=O)C2)cc1 (configuration not stated)	.	5.7%	-3.6%	-1.7	60	-11.8%	2.8%	11.6%	i	4.7	1.2%
Cc1ccc2c(c1)N(CC(=O)NCc1ccco1)C(=O)C(C(C)C)O2 (configuration not stated)	-3.5%	0.9%	7.4%	2.5	44	-9.3%	-1.4%	3.8%	i	0.3	2.2%
Cc1cc(C)cc(Oc2ncnc3c2ncn3Cc2c(Cl)cccc2Cl)c1	15.9%	2.5%	6.4%	15.7	42	-2.9%	-1.0%	6.8%	i	7.8	-7.0%
OCCN1CCN(CC(O)COC(c2ccc(F)cc2)c2ccc(F)cc2)CC1 (configuration not stated)	0.3%	7.8%	121µM*	0.6	48	-6.1%	1.1%	1.1%	.	.	7.9%
O=[N+]([O-])c1ccccc1S(=O)(=O)N1CCN(c2ccccc2)CC1	5.6%	-9.8%	-1.1%	1.5	55	-0.8%	-2.8%	7.9%	i	0.2	15.8%
Cc1ccc(CC(=O)Nc2ccc(F)c([N+](=O)[O-])c2)cc1	2.8%	9.0%	-5.0%	-1.7	55	-11.5%	0.6%	16.1%	i	0.3	-10.7%
CC(C)(c1ccccc1)c1ccc(OCCN2CCOCC2)cc1	2.5%	3.4%	.	0.9	43	-4.4%	-0.1%	-3.5%	i	0.3	-4.5%
CCCNC(=O)NNC(=O)c1ccc(F)cc1	8.8%	1.3%	9.1%	-0.8	68	-5.5%	39.9%	0.3%	i	0.5	-10.5%
CC(NC(=O)/C=C/c1ccccc1)c1ccccc1 (configuration not stated)	.	7.5%	8.2%	0.8	59	-7.7%	-0.8%	12.9%	i	0.4	5.9%
Cc1cc(C)c(OCC(=O)N2CC=C(c3ccccc3)CC2)c(C)c1	-0.3%	-2.2%	2.4%	1.9	54	-3.4%	1.0%	-15.6%	?	.	2.3%
Cc1cccc(NC(=O)CCC(=O)N/N=C/c2cccnc2)c1	4.7%	10.4%	4.6%	0.4	59	-9.2%	-1.1%	0.7%	i	2.1	-16.6%
CC1(C)Cc2nc3sc4c(N(CCO)CCO)ncnc4c3cc2CO1	-3.4%	-2.5%	14.4%	-2.8	96	-7.1%	-0.7%	-5.5%	i	0.8	-9.7%

Shown in CSV form: part of the list above
SMILES,PhoP inhibition,SIAH1 antagonists,Rac1 GTP hydrolysis,NTR1 ag,NTR1 ag cell count 20 µM,LYP phosphatase,HIV peptide binding,GPR55 LPI antagonism,Myeloid diff 2,Myeloid diff 2 GFP+ MAC1+ %,GPR35 arrestin U2OS
CCC(=O)N1CCN(c2ccc(NC(=S)NC(=O)c3cccc([N+](=O)[O-])c3)cc2)CC1,4.0%,3.9%,1.0%,0.9,64,-0.8%,1.6%,-5.1%,i,0.9,-11.0%
O=C(COC(=O)c1ccccc1Nc1ccccc1)NCc1ccccc1,-12.8%,2.7%,-1.7%,9.7,66,-4.9%,2.7%,1.4%,i,5.0,-11.2%
COc1ccccc1CNC(=O)CS(=O)(=O)c1ccc(C)cc1,-4.2%,-0.3%,3.7%,-0.6,71,-7.9%,3.8%,5.1%,i,1.4,17.4%

Next section:
SMILES	PhoP inhibition	SIAH1 antagonists	Rac1 GTP hydrolysis	NTR1 ag	NTR1 ag cell count 20 µM	LYP phosphatase	HIV peptide binding	GPR55 LPI antagonism	Myeloid diff 2	Myeloid diff 2 GFP+ MAC1+ %	GPR35 arrestin U2OS
O=C1CCC(C(=O)N2CCC(CO)CC2)CN1Cc1ccc(Cl)cc1 (configuration not stated)	-1.4%	2.4%	4.7%	-0.1	60	-6.8%	1.2%	5.5%	i	1.0	-5.2%
COc1cc(C(=S)N2CCCC2)cc(OC)c1O	-3.0%	0.8%	2.3%	-1.0	91	-2.6%	-3.7%	15.5%	i	0.0	5.1%
COc1ccc(C2=[N+]([O-])C(C)(C)N(O)C2(C)C)cc1	-0.3%	-2.6%	8.6%	0.0	84	-3.0%	0.1%	13.5%	i	0.2	10.5%
Cn1cc(CNC(=O)C23CC4CC(CC(C4)C2)C3)cn1	5.2%	-4.5%	4.0%	2.5	83	-5.9%	-2.2%	-2.4%	i	0.8	21.4%
O=C(Nc1ccccc1[N+](=O)[O-])c1cccnc1Cl	2.5%	-3.5%	5.2%	0.3	61	1.0%	1.9%	0.0%	i	0.8	-2.3%
Cc1ccc2nc3c(cc2c1)c(NS(=O)(=O)c1ccccc1)nn3CC(C)C	10.2%	0.3%	5.3%	-0.4	37	4.3%	2.3%	6.6%	i	0.7	-9.2%
CCc1ccc(-c2cn3nc(C)c(C)nc3n2)cc1	-6.0%	-3.5%	4.7%	-0.2	94	-10.2%	2.4%	-16.2%	i	1.5	0.4%
CCOC(=O)COc1c(Br)cc(C2NC(=O)NC(C)=C2C(C)=O)cc1OC (configuration not stated)	9.7%	-1.1%	2.1%	0.7	59	0.3%	5.4%	4.0%	i	1.3	-5.0%
CCOC(=O)c1c(S(=O)(=O)NCCc2ccco2)c(C)n(C)c1C	3.4%	11.0%	17.3%	-0.5	68	-12.7%	2.3%	-4.0%	i	0.8	7.4%
Cc1ccc(NC(=O)CN(C)CC(=O)Nc2ccccc2-c2ccccc2)cc1	4.0%	-3.2%	-3.8%	1.0	45	-2.9%	0.0%	-10.9%	i	0.4	-1.5%
Cc1cc(NC(=O)CSc2nc3sc4c(c3c(=O)n2C)CCCC4)no1	0.7%	0.0%	6.1%	-1.1	78	-5.0%	-3.1%	-9.3%	i	1.5	2.6%
O=C(Nc1ccc(S(=O)(=O)NCc2ccco2)cc1)c1ccncc1	-3.8%	-0.7%	4.1%	0.4	62	-1.3%	-1.0%	20.4%	i	0.3	0.6%
Cc1cccc(N2CCN(C(=O)n3ccnc3)CC2)c1C	3.3%	-3.4%	1.9%	-1.7	87	-5.5%	-1.3%	9.1%	i	1.1	7.3%
COC(=O)CNC(=O)c1ccc(F)cc1	-1.4%	-2.5%	.	0.0	55	-3.7%	0.4%	-9.9%	i	0.2	2.9%
